# Screens: PubChem, Broad Institute
# PGC1a acetyl inh – PGC1a acetylation modulation, inhibitor mode. AID 651687. 350,000 compounds, 0.17% hits. inhibition, % at 15.6 µM. U2OS PGC1a acetylation, AlphaScreen anti-acetyl-lysine; with virally co-expressed GCN5 acetyltransferase;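 active = every replicate shows inhibition of at least 40%; inconclusive = mean inhibition at least 40% but some replicate below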;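 also: 0% = neutral control wells and 100% = positive control wells; some results beyond the cut were filed as inactive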
# PAX8 inh HTS – lowers PAX8-driven luciferase in RMG-I cells | RMG-I TPO-luciferase reporter, SteadyGlo, 24 h | inhibition, % at 12.6 µM | 360,000 compounds, 1.2% hits | AID 652154;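 active = mean replicate inhibition at least 60% with every replicate also reaching 60%; inconclusive = only one of the two criteria is met; inactive = mean below 60% and not all replicates reaching 60%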;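 also: luciferase light reporting Pax8 driven TPO promoter activity; plate controls were median of neutral control wells for no effect and mitoxantrone controls for full effect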
# EWS-Fli inh – blocks EWS/Fli oncoprotein-driven transcription; A673 NR0B1-luciferase reporter, viability-normalised; inhibition, % at 12.6 µM; 350,000 compounds, 0.67% hits; AID 651661;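 active = mean inhibition of at least 50% after viability correction, with every replicate also passing that limit; inconclusive = mean reaches 50% but only one of two replicates passes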;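 also: firefly luciferase signal divided by Alamar Blue viability fluorescence both relative to DMSO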
# S100A4 inh HTS – blocks human S100A4 binding to myosin IIA peptide | S100A4/TAMRA-MyoIIA peptide fluorescence polarization | inhibition, % at 10.7 µM | 360,000 compounds, 0.14% hits;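 active = mean inhibition of at least 70% across replicates, with every replicate also reaching that level; inconclusive = mean inhibition reaches 70% but some replicates fall short; inactive = mean inhibition below 70%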
#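 Material: human S100A4 monomer with TAMRA-labelled myosin IIA peptide; buffer or medium: HEPES pH 7.2 with CaCl2, KCl, NaCl, DTT, Triton; compound dosing: one concentration per compound; schedule: 5 min incubation before reading; benchmarks: neutral control DMSO, positive control TFP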
# PglD inh – inhibitors of Campylobacter jejuni PglD acetyltransferase. inhibition, % at 12.5 µM. 360,000 compounds, 0.098% hits. purified PglD enzyme, DTNB colorimetric CoA detection; in the data active = inhibition above about 16%, passing the limit was not always enough; inconclusive = no clear call, values can overlap the other calls; also: strong numbers were not always called active
# FN deposition inh – fibronectin deposition inhibition; AH1F fibroblasts, Alexa488-fibronectin deposition fluorescence, overnight; inhibition, % at 12.6 µM; 350,000 compounds, 0.086% hits;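 active = mean inhibition across replicates of 30% or more, regardless of how many single replicates reach that level; inconclusive = mean under 30% yet at least half of replicates reach 30%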;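 also: positive control wells lacked labelled fibronectin entirely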
#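 Material – AH1F fibroblast monolayer, labelled fibronectin deposition · Reagent – labelled fibronectin 24 nM · Timing – 1 h adhesion, overnight exposure · Measured by – fluorescence at 485 nm excitation, 525 nm emission · Read-out – inhibition of fibronectin deposition signal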
# ERAP1 HTS inh – inhibitors of human ERAP1 aminopeptidase | recombinant ERAP1, Leu-AMC fluorescence, 60 min | inhibition, % at 10.7 µM | 340,000 compounds, 0.15% hits;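 active = mean replicate inhibition of at least 30%, or all replicates individually reaching that 30% level; inactive = mean below 30% and not every replicate reaching it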;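 also: 0% = neutral control wells and 100% = L-leucinethiol positive control wells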
# Target sequence (Q9NZ08 whole entry, looked up): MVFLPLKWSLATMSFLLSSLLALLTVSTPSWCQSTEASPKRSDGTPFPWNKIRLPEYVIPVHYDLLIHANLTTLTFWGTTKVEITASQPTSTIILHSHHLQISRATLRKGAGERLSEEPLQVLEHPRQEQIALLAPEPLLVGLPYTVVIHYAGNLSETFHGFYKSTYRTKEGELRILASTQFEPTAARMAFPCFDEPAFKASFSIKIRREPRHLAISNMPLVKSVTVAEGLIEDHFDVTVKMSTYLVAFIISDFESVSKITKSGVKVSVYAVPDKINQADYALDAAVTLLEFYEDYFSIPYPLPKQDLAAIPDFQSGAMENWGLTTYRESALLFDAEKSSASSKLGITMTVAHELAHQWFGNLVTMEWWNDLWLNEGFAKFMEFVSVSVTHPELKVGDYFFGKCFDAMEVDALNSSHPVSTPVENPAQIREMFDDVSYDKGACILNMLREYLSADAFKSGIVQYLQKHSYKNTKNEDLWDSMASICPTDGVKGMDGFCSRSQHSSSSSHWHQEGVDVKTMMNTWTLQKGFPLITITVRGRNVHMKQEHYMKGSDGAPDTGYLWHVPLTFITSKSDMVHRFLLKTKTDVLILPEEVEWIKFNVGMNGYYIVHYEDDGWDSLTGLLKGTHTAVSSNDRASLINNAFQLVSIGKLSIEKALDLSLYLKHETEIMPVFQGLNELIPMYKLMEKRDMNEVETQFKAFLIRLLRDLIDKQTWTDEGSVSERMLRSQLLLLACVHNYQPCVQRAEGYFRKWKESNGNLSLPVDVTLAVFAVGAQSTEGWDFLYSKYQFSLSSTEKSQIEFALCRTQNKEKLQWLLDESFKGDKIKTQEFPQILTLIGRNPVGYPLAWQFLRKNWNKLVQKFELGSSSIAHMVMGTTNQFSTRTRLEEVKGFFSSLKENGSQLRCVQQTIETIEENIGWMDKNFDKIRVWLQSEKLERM
# LGR2 antag – inhibitors of bursicon-induced Drosophila LGR2 receptor cAMP signaling | HEK293 LGR2, CRE-luciferase, bursicon-stimulated, 4 h | inhibition, % at 9.99 µM | 380,000 compounds, 0.35% hits | AID 720647;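 active = drop in luminescence signal, shown as inhibition above about 50% in the replicate tests, limit read from the data, passing the limit was not always enough; inconclusive = probably only some replicates passing the limit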;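 also: agonist challenge used bursicon conditioned medium at about half maximal strength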
# * marks the source's active call; other numbers are inactive results; ? = inconclusive; / = no result given. Rows are unselected (roughly 2.1% active in at least one column).
SMILES,PGC1a acetyl inh,PAX8 inh HTS,EWS-Fli inh,S100A4 inh HTS,PglD inh,FN deposition inh,ERAP1 HTS inh,LGR2 antag
FC(F)(F)c1nnc2c3ccccc3c(Cl)nn12,/,32.9,41.3,-2.3,-2.6,3.6,-1.1,17.7
CN(C)C(=S)Nc1cccc(C(F)(F)F)c1,-1.3,-5.5,-7.6,-1.3,/,11.5,-0.9,-10.2
COc1ccc(-c2csc3ncnc(Sc4nnnn4C)c23)cc1,-20.8,101.5*,-3.0,-4.0,-0.1,1.7,/,?
Cc1ccccc1CN(C)c1ccc(S(=O)(=O)N2CCN(C)CC2)cn1,0.4,-15.2,-2.4,0.5,4.4,-9.3,5.1,-25.3
C[C@@H]1CN([C@H](C)CO)S(=O)(=O)c2ccc(-c3ccc(F)cc3)cc2O[C@H]1CN(C)C(=O)Nc1ccccc1F,-3.6,/,10.1,3.0,-0.8,/,-0.6,-3.2
CCNC(=O)[C@H]1[C@H](CO)[C@H]2Cn3c(ccc(-c4ccc(OC)cc4)c3=O)[C@H]2N1Cc1nccs1,/,/,5.0,0.6,-0.1,/,-0.4,17.2
Cc1noc(C)c1S(=O)(=O)Nc1ccc2c(c1)CC(=O)N([C@@H](C)CO)C[C@H](C)[C@H](CN(C)Cc1ccc(C(=O)Nc3ccccc3N)cc1)O2,2.2,39.3,4.6,2.9,/,/,-3.1,-20.9
C[C@H](CO)N1C[C@H](C)[C@@H](CN(C)C(=O)c2ccccn2)Oc2ncc(C3=CCCC3)cc2C1=O,-8.2,-7.1,-6.4,-42.9,1.6,/,/,-23.5
O=C(Nc1ccc2c(c1)[C@H]1C[C@H](CC(=O)N3CCCCC3)O[C@@H](CO)[C@H]1O2)Nc1ccccc1F,-7.4,9.2,4.8,12.9,1.7,-0.2,0.7,7.1
CN(C)c1ncccc1-c1nc2ccccc2s1,/,-4.0,-5.7,-3.4,/,-24.5,6.4,-9.9
CN(Cc1ccsc1)C(=O)Cn1cc(Br)ccc1=O,/,-41.4,-66.6,4.5,1.4,4.9,-0.5,-21.4
COc1ccc(NC(=O)N(C)C[C@H]2Oc3c(NS(=O)(=O)c4cn(C)cn4)cccc3C(=O)N([C@@H](C)CO)C[C@H]2C)cc1,-4.1,/,-6.0,5.3,-4.2,/,-1.8,-0.5

# Quoted from the entries so far (two entries):
SMILES,PGC1a acetyl inh,PAX8 inh HTS,EWS-Fli inh,S100A4 inh HTS,PglD inh,FN deposition inh,ERAP1 HTS inh,LGR2 antag
CN(C)C(=S)Nc1cccc(C(F)(F)F)c1,-1.3,-5.5,-7.6,-1.3,/,11.5,-0.9,-10.2
COc1ccc(-c2csc3ncnc(Sc4nnnn4C)c23)cc1,-20.8,101.5*,-3.0,-4.0,-0.1,1.7,/,?

# (listing goes on)
SMILES,PGC1a acetyl inh,PAX8 inh HTS,EWS-Fli inh,S100A4 inh HTS,PglD inh,FN deposition inh,ERAP1 HTS inh,LGR2 antag
COc1cccc(/C=N/n2cnc3cc(C)c(C)cc32)c1OC,-6.4,-88.7,-47.2,5.7,0.0,-4.8,/,/
C/C(=N\OC(=O)c1ccc(OC(C)C)cc1)c1ccc(C)c(C)c1,36.3,-55.4,/,/,-5.5,-0.7,/,/
Cn1c(=O)c2c(nc(N3CCOCC3)n2CCNC2=NCCC2)n(C)c1=O,10.2,-12.0,/,/,4.3,5.0,/,/
CCC(=O)N1[C@H](CO)[C@@H](c2ccc(-c3ccccc3)cc2)[C@@H]1CN(C)C(C)=O,4.9,6.3,7.0,/,-5.6,13.1,/,-10.0
Cc1ccc(-c2cc(C(F)F)nc3sc4c(=O)[nH]cnc4c23)cc1,/,15.2,0.8,5.9,-0.5,8.8,4.0,-17.6
Cc1cccc(N2CCN(C(=O)c3cccc(S(=O)(=O)N4CCOCC4)c3)CC2)c1C,/,2.9,7.5,-0.4,-1.0,1.7,0.6,-17.0
CC1CCN(C(=O)C2CCN(c3ncnc4c3nc3n4CCCCC3)CC2)CC1,-10.3,-0.3,2.9,0.8,-5.9,0.9,-3.6,4.7
C[C@@H]1CCCCO[C@@H](CN(C)Cc2ccc(C(=O)O)cc2)[C@H](C)CN([C@H](C)CO)C(=O)c2cc(NC(=O)C3CCCCC3)ccc2O1,-0.9,12.6,-12.2,0.4,4.9,/,-4.9,7.3
CN(Cc1cccc(F)c1)C(=O)c1ccc2c(=O)n3c(nc2c1)CCC3,/,8.6,/,1.0,0.4,7.7,-0.5,28.1
O=C(NCCC(=O)N1CCCC1)c1ccccc1Cl,/,-31.8,/,6.6,-3.1,-1.9,-6.4,-17.4
O=C(NCc1cccnc1)c1cccs1,/,-3.9,8.9,-10.7,/,-0.6,6.4,-15.1
O=C(NCC1CC1)[C@@H]1[C@@H](CO)[C@@H]2Cn3c(ccc(-c4cccnc4)c3=O)[C@H]1N2C(=O)C1CCCC1,/,6.5,1.4,35.5,/,0.4,-2.6,4.0
CC(C)(C)OC(=O)C[C@H]1C/C=C\C[C@H](CC(=O)N(CCO)Cc2ccccc2)C(=O)N2CCC[C@H]2COC1=O,13.3,-18.8,-6.9,0.4,2.3,2.3,-3.3,1.7
C#CCN1C=CC(=O)[C@@H](O)[C@H]1c1ccccc1Br,3.3,-6.2,-5.0,-2.1,-5.1,17.0,-6.3,-5.9
CC(C(=O)N1CCN(c2ccccc2)CC1)c1ccc([N+](=O)[O-])cc1 (stereo unspecified),-5.7,-3.7,14.8,6.6,11.7,10.6,0.8,-27.8
C[C@@H]1CN([C@H](C)CO)C(=O)c2cc(NC(=O)Nc3ccc(C(F)(F)F)cc3)ccc2O[C@@H](C)CCCCO[C@@H]1CN(C)S(=O)(=O)c1ccc(Cl)cc1,4.0,-17.1,-6.5,/,1.5,2.3,/,4.7
O=c1nc(SCc2c(F)cccc2Cl)nc(-c2ccccc2)[nH]1,/,20.1,19.5,-4.1,/,5.9,-1.0,/
CCCN1C[C@H](C)[C@H](OC)CN(C)C(=O)c2ccc(NC(=O)CC)cc2OC[C@H]1C,4.6,/,0.4,/,/,-0.4,/,1.8
CCOc1cc(C(=O)OC(C)C(=O)Nc2ccccc2OC)ccc1OCC(=O)N1CCOCC1 (stereo unspecified),9.4,45.5,14.3,-18.4,0.9,15.1,-7.0,-5.5
COc1cccc(-n2c(Cc3cc(=O)[nH]c(=O)[nH]3)nnc2SCC(=O)Nc2ccccc2)c1,-1.2,-1.5,-3.5,-4.8,-5.5,-15.7,1.8,1.6
CC(C)NC(=O)N1[C@@H]2CN(C(=O)Nc3ccccc3)c3ccccc3[C@@H]2[C@@H]1CO,-6.9,-47.4,-21.0,5.1,-4.5,-6.1,0.6,-5.5
O=C1NC2=C(C(=O)CCC2)C(c2ccc(OC(F)F)cc2)N1 (stereo unspecified),/,-10.1,2.0,2.3,1.7,-0.3,-0.1,-1.7
C[C@@H]1CCCCO[C@@H](CN(C)CC2CCCCC2)[C@@H](C)CN([C@H](C)CO)C(=O)c2cc(N(C)C)ccc2O1,-0.5,-0.1,1.0,4.9,2.2,/,4.2,-11.1
Cn1c(=O)c2sccc2n2c(CCCC(=O)Nc3ccc(F)cc3F)nnc12,/,-7.9,2.1,-9.2,1.0,-6.4,-5.3,1.9
Cc1ccc(S(=O)(=O)N(C)C[C@H]2OCCCC[C@H](C)Oc3ccc(NC(=O)Nc4c(C)noc4C)cc3C(=O)N([C@@H](C)CO)C[C@H]2C)cc1,3.8,-14.2,-13.5,-9.2,-3.9,10.4,0.4,-9.7
CC(NC(=O)c1ccccc1F)c1nnc(SCC(=O)NC2CCCCC2)n1C (stereo unspecified),3.8,-13.5,-6.6,-1.7,0.8,1.8,-4.1,-16.6
Cc1c(-n2c(O)c(C3=c4ccccc4=NC3=O)sc2=S)c(=O)n(-c2ccccc2)n1C,/,10.5,-1.0,-4.5,/,0.3,-3.4,33.9
O=C(CCCCC(=O)Nc1ccccc1)Nc1ccccc1,-4.5,-5.5,2.7,1.4,2.3,4.9,1.4,0.6
CCC(C(=O)O)n1nc(-c2ccccc2)c2cc(Cl)ccc21 (stereo unspecified),-17.4,-3.9,0.9,10.2,/,5.4,2.2,17.3
CCOC(=O)N1CCN(C(=O)CSc2nc3c(cnn3-c3ccc(C)cc3)c(=O)[nH]2)CC1,-8.3,-9.6,8.5,-1.1,2.1,-4.8,7.9,-5.9
CCN(CC)S(=O)(=O)c1ccc(C2=NOC3(C2)N(C)c2ccccc2C3(C)C)cc1 (stereo unspecified),-13.0,21.5,-15.4,-0.9,-1.0,12.1,-2.3,9.6
CCC(C)c1ccccc1N1CC(C(=O)N2CCN(C(=O)c3ccco3)CC2)CC1=O (stereo unspecified),-1.2,9.7,0.5,-2.1,-7.0,7.9,-1.5,0.6
C/C=C/c1ccc([C@@H]2[C@@H](CN(CC)C(=O)CN(C)C)N(C(C)=O)[C@H]2CO)cc1,1.7,-16.5,-5.0,-2.4,-0.1,-1.6,0.1,-11.1
COc1ccccc1CNS(=O)(=O)CCNCCc1ccccc1,/,0.8,-1.1,0.3,-4.7,4.4,-8.6,-1.8
Cc1ccc(Cc2c(-c3cccc(Br)c3)nc3ccc(C)cn23)cc1,/,-15.4,-52.7,-6.0,/,-8.8,/,-85.4
COc1ccc2[nH]c(=O)c(CN(C(=O)C(C)C)c3ccccc3OC)cc2c1,16.4,9.1,1.9,-2.3,2.2,4.1,-0.7,-3.1

# Record cards, as listed above.
# COc1ccc2[nH]c(=O)c(CN(C(=O)C(C)C)c3ccccc3OC)cc2c1 is listed as PGC1a acetyl inh: 16.4; PAX8 inh HTS: 9.1; EWS-Fli inh: 1.9; S100A4 inh HTS: -2.3; PglD inh: 2.2; FN deposition inh: 4.1; ERAP1 HTS inh: -0.7; LGR2 antag: -3.1
# CCC(C)c1ccccc1N1CC(C(=O)N2CCN(C(=O)c3ccco3)CC2)CC1=O (stereo unspecified) is listed as PGC1a acetyl inh: -1.2; PAX8 inh HTS: 9.7; EWS-Fli inh: 0.5; S100A4 inh HTS: -2.1; PglD inh: -7.0; FN deposition inh: 7.9; ERAP1 HTS inh: -1.5; LGR2 antag: 0.6
